LmPK inh – LmPK (Leishmania mexicana) enzyme inhibition. 290,000 tested, 0.37% active. AID 1721. Potency, µM (series often up to 57.5 µM), inactives show at the highest dose activity change, negative = inhibition, most hits filed as inhibitors. purified LmPK, Kinase-Glo ATP luminescence, 1 h. Q27686; further: potency means the concentration at half of the fitted maximal effect; on the % scale 0 is the no-effect control and ±100 the full control effect
Target sequence (Q27686 whole entry, looked up): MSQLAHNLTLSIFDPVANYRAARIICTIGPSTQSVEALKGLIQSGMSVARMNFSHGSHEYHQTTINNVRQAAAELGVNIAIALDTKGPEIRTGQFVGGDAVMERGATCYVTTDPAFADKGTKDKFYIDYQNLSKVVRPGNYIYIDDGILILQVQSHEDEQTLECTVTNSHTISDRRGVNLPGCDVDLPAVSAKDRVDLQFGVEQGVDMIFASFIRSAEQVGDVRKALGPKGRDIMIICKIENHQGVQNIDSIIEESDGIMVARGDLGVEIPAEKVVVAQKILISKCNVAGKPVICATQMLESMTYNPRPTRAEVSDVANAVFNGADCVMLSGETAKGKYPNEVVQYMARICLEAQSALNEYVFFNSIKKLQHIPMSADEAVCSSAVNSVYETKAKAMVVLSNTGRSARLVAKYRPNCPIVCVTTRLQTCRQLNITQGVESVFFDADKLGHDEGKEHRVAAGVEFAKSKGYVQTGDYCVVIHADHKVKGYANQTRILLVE
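0.1 nM LmPK, 0.5 mM PEP, 0.1 mM ADP; 50 mM imidazole pH 7.2, 7 mM MgCl2, 50 mM KCl; 1 h RT. Kinase-Glo luminescence readout, normalized to no-enzyme (full inhibition) and uninhibited wells.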
Pf growth 48h – inhibits P. falciparum growth in the first generation, 48 h; P. falciparum luciferase growth in erythrocytes, 48 h; Potency, µM (highest dose often 28.7 µM), for inactives: at the top dose activity change, negative = inhibition, most hits filed as inhibitors; 310,000 tested, 5.9% active; AID 504832; further: potency means the concentration at half of the fitted maximal effect; on the % scale 0 is the no-effect control and ±100 the full control effect
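Growth was read as firefly luciferase luminescence after a 48 h, 37 C, 5% CO2 exposure of compounds to reporter-bearing P. falciparum cultures (0.1% parasitemia, 2% hematocrit final) in Albumax-supplemented RPMI 1640.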
HCV inh – blocks hepatitis C virus. Huh7.5.1 HCVcc-Cre infection, luciferase reporter, 44 h. Potency, µM (series often up to 41.8 µM), inactives show at the highest dose activity change, negative = inhibition, usual class: inhibitors. 340,000 tested, 3.4% active; further: potency means the concentration at half of the fitted maximal effect; on the % scale 0 is the no-effect control and ±100 the full control effect
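Cells seeded at 1,000/well and cultured 4 h, then compounds added followed by HCVcc-Cre virus (~0.5 moi). After 44 h further culture, luciferase substrate was added, plates held 15 min at room temperature, and luminescence read for 15 sec.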
CHX counter – affects cycloheximide protein synthesis inhibition readout, counter-screen | cell reporter, cycloheximide protein synthesis inhibition counterscreen | max response, % | 300,000 tested, 12% active | AID 2314; in the data active means max response mostly above about 13%, no sharp cut-off; inactive means mostly below about 14%; further: read at 38.3 µM for the half of the compounds with a filed dose; 0% is about no effect
Pf growth 96h – inhibits malaria parasite growth, 96 h. P. falciparum luciferase reporter growth, 96 h. 320,000 tested, 6.9% active. Potency, µM (titrated, usually from 28.7 µM), inactives show top-dose activity change, negative = inhibition, actives largely listed as inhibitors. AID 504834; further: potency means the concentration at half of the fitted maximal effect; on the % scale 0 is the no-effect control and ±100 the full control effect
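P. falciparum expressing integrated firefly luciferase, in erythrocytes at 2% hematocrit, 0.05% parasitemia, incubated with compounds 96 h at 37 C, 5% CO2. Growth inhibition read as loss of luminescence; two-generation exposure targets delayed-death apicoplast inhibitors.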
Shiga toxin inh – inhibitors of Shiga toxin in Vero cells; Vero cells, Shiga toxin protein synthesis inhibition reporter; inhibition, % at 38.7 µM; 290,000 tested, 9.2% active; AID 2315; in the data active means inhibition mostly above about 28%, no sharp cut-off; inactive means mostly below about 43%; further: 0% is about no effect
Tb PYK inh – inhibitors of Trypanosoma brucei pyruvate kinase; Q57TT1; 410,000 tested, 0.12% active; AID 624173; Potency, µM (titrated, usually from 76.8 µM), for inactives: top-dose activity, negative = inhibition, most hits filed as inhibitors; TbPYK enzyme, Kinase-Glo Plus ATP luminescence, 45 min; further: potency means the concentration at half of the fitted maximal effect; on the % scale 0 is the no-effect control and ±100 the full control effect; nearly all actives have a fitted effect of over 50% in size
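Screened from lowest to highest concentration, compounds were pinned into TbPYK/substrate mixtures, and ADP (130 uM final) was added. Plates sat at room temperature for 45 min prior to Kinase-Glo Plus detection by luminescence.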
Active calls of the source: *; ? = inconclusive; / = no result given; & = joins results of further samples; [ ] = remark or other dose. Unless noted, the call rests on the fitted dose curve; in most records, active means well fitted curve in the direction sought with a large enough effect; inconclusive means small, poorly fitted or top-dose-only effect, or another doubt; inactive means no such curve, though single readings can be large; an effect the other way counts as inactive or inconclusive.

SMILES	LmPK inh	Pf growth 48h	HCV inh	CHX counter	Pf growth 96h	Shiga toxin inh	Tb PYK inh
Cc1cc(OCCN2CCCCC2)nc2ccccc12	-7%	/	?	10	-27%	13	-8%
COc1ccc(OC)c(CN2CCN(C(=O)[C@@H](NC(=O)c3cccc(C)c3)C(C)C)CC2)c1	/	10µM*	?	/	?	/	3%
CCOC(=O)N1CCC(n2c(SCC(=O)N3CCCC3)nc3ccccc3c2=O)CC1	-4%	?	?	-2	?	-8	/
CC(C)c1nc(SCC(=O)NCc2ccccc2)n[nH]1	-1%	-2%	-15%	-4	?	1	-10%
COc1ccc(CN=C2NC(=O)CC(C(=O)Nc3cc(C)cc(C)c3)S2)cc1 (stereo unspecified)	-2%	23%	1%	-3	40%[activator]	-6	-7%
Cc1cc(Cl)ccc1Oc1ncnc2oc(-c3ccccc3)cc12	-3%	-18%	14%	2	11%	13	-7%
Cc1nn(-c2ccccc2)c(C)c1NC(=O)COC(=O)CC(C)c1ccccc1 (stereo unspecified)	/	25%	?	/	8%	/	2%
COc1cc(/C=C/C(=O)O)ccc1OS(=O)(=O)c1c(C)cc(C)cc1C	/	-11%	13%	/	-18%	/	3%
CCn1cc(C(=O)N2CCOCC2)c(=O)c2cc(S(=O)(=O)N(C)C3CCCCC3)ccc21	0%	-13%	-22%&14%	-3	?	-11	5%
N#C/C(=C/c1ccc(N2CCOCC2)o1)C(=O)Nc1ccccc1	0%	11%	?	36*	14%	76*	-1%
COc1ccccc1N1CCN(Cc2cc(=O)n3ccsc3n2)CC1	0%	11%	14%	-2	0%	-10	-4%
Cc1cc(N2CCOCC2)nc2ccc(NC(=S)NCCN(C)C)cc12	4%	8%	?	3	25%	-3	-16%
COc1ccc(N2CCN(c3ccc4nnc(CCC(=O)Nc5ccc(C)cc5)n4n3)CC2)cc1	7%	?	0%	-3	?	-2	-5%
CC(=O)Nc1ccc(S(=O)(=O)Nc2cc(-c3ccccc3)nn2C)cc1	0%	55%[activator]	-7%	9	0%	-6	1%
CC(Sc1nnc(N)s1)C(=O)NC1CCCCC1C (stereo unspecified)	/	?	-4%	/	14%	/	-13%
CCOC(=O)C1CCN(C(=O)c2ccc(CNS(=O)(=O)c3ccc(OC)cc3)cc2)CC1	10%	-7%	?	-5	?	-12	0%
NC(=O)COC(=O)c1cccc2c1-c1ccccc1C2=O	1%	9%	9%	-4	39%[activator]	-8	-3%
O=C(NC(=S)Nc1cc([N+](=O)[O-])ccc1O)c1cccnc1	0%	111%[activator]	-18%	5	?	4	0%
CCN1C(=O)/C(=C/N(C(C)=O)c2ccccc2)N(c2ccccc2)C1=S	3%	0%	-8%	-2	/	-5	3%
Cc1csc(NC(=O)CSc2nc(=O)n(CCCN(C)C)c3c2CCC3)n1	/	12%	9%	/	5%	/	2%

Given as a markdown table: two of the compounds above
| smiles | LmPK inh | Pf growth 48h | HCV inh | CHX counter | Pf growth 96h | Shiga toxin inh | Tb PYK inh |
| --- | --- | --- | --- | --- | --- | --- | --- |
| CCOC(=O)N1CCC(n2c(SCC(=O)N3CCCC3)nc3ccccc3c2=O)CC1 | -4% | ? | ? | -2 | ? | -8 | / |
| CC(C)c1nc(SCC(=O)NCc2ccccc2)n[nH]1 | -1% | -2% | -15% | -4 | ? | 1 | -10% |

The listing continues:
SMILES	LmPK inh	Pf growth 48h	HCV inh	CHX counter	Pf growth 96h	Shiga toxin inh	Tb PYK inh
COc1ccc(S(=O)(=O)N2CCN(CC(=O)N3c4ccccc4CC3C)CC2)cc1OC (stereo unspecified)	/	?	2%	/	?	/	12%
CCN(CCCNC(=O)C1CCN(S(=O)(=O)N2CCC3(CC2)OCCO3)CC1)c1ccccc1	0%	?	-23%	-3	0%	-6	-2%
CCOc1ccc(NC(=O)C2C(C(=O)O)C3(Cl)C(Cl)=C(Cl)C2(Cl)C3(Cl)Cl)cc1 (stereo unspecified)	14%	8%	21%	-1	?	2	-4%
COc1ccc(NC(=O)N2CCN(C(=O)C(Cc3ccc(F)cc3)NC(C)=O)CC2)cc1 (stereo unspecified)	4%	4%	6%	9.7*	27%	35	-2%
COc1ccccc1N(CC(O)COc1ccc(C)cc1)S(=O)(=O)c1ccccc1 (stereo unspecified)	8%	?	6%	0	2.1µM*	16	-3%
Cc1onc(-c2ccccc2Cl)c1C(=O)NNC(=O)c1nn(C)cc1Cl	1%	5%	-4%	-4	?	-6	7%
Cc1cc2nnc(SCc3ccccc3)n2c(N)n1	0%	2%	6%	1	57%[activator]	3	4%
CC(=O)N1CCc2cc(S(=O)(=O)CCC(=O)Nc3ccc4c(c3)OCCO4)ccc21	0%	10%	-9%	12*	?	27	-5%
CCOc1ccc(NC(=O)C2CC(=O)N(c3ccc4c(c3)OCCO4)C2)cc1OCC (stereo unspecified)	/	?	-10%	/	11%	/	-3%
O=C(/C=C/c1ccccc1)N1CCN(c2cccc(Cl)n2)CC1	-1%	0%	1%	-2	3%	-5	-1%
O=C(CSc1nnc(CNC(=O)c2c(F)cccc2F)o1)NCc1ccc(F)cc1	-12%	15%	-12%	5	-6%	-29	2%
NNC(=O)CNC(=O)CNS(=O)(=O)c1ccccc1	1%	0%	14%	-1	35%[activator]	-2	-20%
Oc1cccc(/C=N/NC(=S)Nc2cccnc2)c1O	-9%	0.083µM*	?	30*	?	45*	?
Cc1ccc2c(CC(=O)NCC3(N4CCOCC4)CCCCC3)coc2c1C	/	?	-13%	/	9.3µM*	/	3%
CC(C)CNC(=O)COc1ccccc1[N+](=O)[O-]	2%	30%[activator]	16%	14	14%	7	-3%
COc1ccccc1CN(C)CC(=O)Nc1ccccc1-c1ccccc1	-6%	?	?	15*	?	2	3%
CCOc1ccc(CCNc2nc3ccccc3n3c(C)nnc23)cc1OCC	1%	5.2µM*	-19%	-3	16%	-3	4%&1%
Cc1ccc(Nc2nnc(SC(C)C(=O)Nc3c(C)n(C)n(-c4ccccc4)c3=O)s2)cc1 (stereo unspecified)	0%	-20%	2%	-2	0%	-8	1%
COc1ccc(CN2C(=O)c3cccnc3C2Nc2cc(Cl)ccc2OC)cc1 (stereo unspecified)	1%	5.2µM*	-9%&16%	3	?	-8	-20%
COc1cccc(NC(=S)N(CCc2c(C)[nH]c3ccccc23)Cc2ccco2)c1	7%	?	25µM*	-2	?	-15	1%

Of the compounds above, two have an NH in an aromatic ring.
SMILES	LmPK inh	Pf growth 48h	HCV inh	CHX counter	Pf growth 96h	Shiga toxin inh	Tb PYK inh
CC(C)c1nc(SCC(=O)NCc2ccccc2)n[nH]1	-1%	-2%	-15%	-4	?	1	-10%
COc1cccc(NC(=S)N(CCc2c(C)[nH]c3ccccc23)Cc2ccco2)c1	7%	?	25µM*	-2	?	-15	1%

Complete entries, quoted from the list. Values in the order: LmPK inh, Pf growth 48h, HCV inh, CHX counter, Pf growth 96h, Shiga toxin inh, Tb PYK inh
Results for NNC(=O)CNC(=O)CNS(=O)(=O)c1ccccc1 = 1%, 0%, 14%, -1, 35%[activator], -2, -20%
Results for COc1ccc(S(=O)(=O)N2CCN(CC(=O)N3c4ccccc4CC3C)CC2)cc1OC (stereo unspecified) = /, ?, 2%, /, ?, /, 12%
Results for COc1ccccc1CN(C)CC(=O)Nc1ccccc1-c1ccccc1 = -6%, ?, ?, 15*, ?, 2, 3%

Other results.
SMILES	LmPK inh	Pf growth 48h	HCV inh	CHX counter	Pf growth 96h	Shiga toxin inh	Tb PYK inh
COC(=O)c1cc(Br)c(=O)n(Cc2ccc(C(=O)O)cc2)c1	-2%	-4%	0%	-3	6%[5.75 µM]	-9	-6%
CC1=C(C(=O)OC2CCCCC2)C(c2ccc(N(C)C)cc2)NC(=O)N1 (stereo unspecified)	3%	4%	?	-2	-5%	-7	5%
Cc1noc(C)c1C(=O)N1CCN(c2ncccn2)CC1	-8%	15%	4%	-1	/	-13	-4%
O=c1[nH]c(CSc2nnc(-c3cccnc3)n2C2CCCCC2)nc2ccccc12	-8%	2%	21%	-4	/	-6	-11%
CCOC(=O)c1ccc(NC(=O)CSc2nc(NC(=O)c3ccccc3)c3c(C)c(C)oc3n2)cc1	-14%	?	?	-2	?	-16	-2%
C/C(=N\OC(=O)Nc1ccccc1)c1cnn(-c2cc(C(F)(F)F)cc(C)n2)c1C	4%	-16%	-8%	-5	25%	6	7%
Cc1ccccc1N1CCN(CC(=O)Nc2nc(C)c(C(=O)N(C)C)s2)CC1	-6%	-2%	-10%	5	-8%	-14	-3%
Cc1cccc(C)c1N(CC(=O)N(C)Cc1ccccc1)S(C)(=O)=O	12%	?	7%	-3	?	/	9%
COc1ccccc1Nc1nnc(SCc2cc(=O)n3ccsc3n2)s1	-8%	?	?	28	4.7µM*	3	-6%
CC(=O)Nc1ccc2oc(-c3ccccc3Br)nc2c1	6%	/	-17%	71*	1%	93*	-3%
Nn1c(SCC(=O)NCC2CCCO2)nnc1-c1ccc(OC(F)F)cc1 (stereo unspecified)	/	5%	4%	/	37%[activator]	/	6%
O=C(Nc1ccc([N+](=O)[O-])cn1)C1CC1	1%	30%	4%	1	31%[activator]	-1	7%
Cc1cc(Nc2ccccc2C(=O)O)n(-c2ccc([N+](=O)[O-])cc2)n1	4%	-7%	11%	-4	0%	10	-17%
CC1(C)Cc2c(sc3c2c(N)nc(=S)n3Cc2ccccc2)CO1	-7%	-7%	/	-2	?	-17	/
Cc1ccc(NC(=O)C2CCN(S(=O)(=O)c3c(C)[nH]c(=O)[nH]c3=O)CC2)cc1	0%	?	10%	-2	5%	-7	-4%
COC(=O)c1cc(Br)c(=O)n(CCN(C(C)C)C(C)C)c1	1%	-5%	20%	-1	-18%	-10	-1%
Cc1cc(C)n(S(=O)(=O)c2ccc(Cl)cc2)n1	0%	14%	18%	-3	?	-6	13%
CCCN(CCC)C(=O)c1ccc2c(c1)S(=O)(=O)c1ccccc1C2=O	0%	?	-6%	13	?	0	1%
O=C(COC(=O)CCc1nc2ccccc2s1)Nc1ccc(S(=O)(=O)N2CCOCC2)cc1	4%	-15%	20%	1	-29%	34	0%
C#Cc1ccc([C@H]2C=C(C(=O)NC3CC3)O[C@@H](OCC)[C@@H]2CCCO)cc1	8%	?	3%	8	?	4	-11%
O=S(=O)(N/N=C\c1ccc(-c2ccccc2Cl)o1)c1ccccc1	5%	7%	?	-1	-6%	19	-7%
CCOc1cc(/C=N/NC(=O)c2ccc(=O)n(C)c2)ccc1O	4%	21%	7%	-3	3.3µM*	12	-2%

Ordered by heavy-atom count (low to high): part of the list above.
SMILES	LmPK inh	Pf growth 48h	HCV inh	CHX counter	Pf growth 96h	Shiga toxin inh	Tb PYK inh
Cc1noc(C)c1C(=O)N1CCN(c2ncccn2)CC1	-8%	15%	4%	-1	/	-13	-4%
COc1ccc(CN=C2NC(=O)CC(C(=O)Nc3cc(C)cc(C)c3)S2)cc1 (stereo unspecified)	-2%	23%	1%	-3	40%[activator]	-6	-7%
CCOC(=O)c1ccc(NC(=O)CSc2nc(NC(=O)c3ccccc3)c3c(C)c(C)oc3n2)cc1	-14%	?	?	-2	?	-16	-2%
